# Screens (PubChem BioAssay)
# HTT ATP protect: Huntington cell model cytoprotection by ATP luminescence | PC12 HTT-Q103 induced, cytoprotection, ATP luminescence, 40 h | Potency, µM (highest dose often 56.4 µM), inactives show cytoprotection (ATP increase), actives largely listed as activators | hit rate 0.14% among 230,000 | AID 1471;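 note: % of control where 0% means no effect; nearly all actives have a fitted effect of over 45% in size; toxic huntingtin expression switched on by the ecdysone agonist tebufenozide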
#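 Stable PC12 Q103-GFP cells in serum-supplemented, phenol red-free DMEM; induction by tebufenozide at 100 nM final; compound dose series; cell viability quantified luminescently from ATP.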
# GAA inh: inhibitors of human lysosomal alpha-glucosidase. Potency, µM (doses to about 76.9 µM), without a hit: at the top dose activity change, negative = inhibition, usual class: inhibitors. P10253. hit rate 0.005% among 200,000. purified human GAA, 4-MU-alpha-glucoside fluorescence. AID 1466;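 note: plate controls were uninhibited enzyme wells for no effect and no-enzyme background for full effect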
#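 Activity normalized between no-enzyme (basal) and enzyme-only wells. Conditions: 4 nM human enzyme, 400 uM fluorogenic substrate, citrate/phosphate pH 5.0 with Tween-20, 20 min room temperature, compounds up to 77 uM.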
# Tau FP inhib: inhibitors of human tau fibril formation. Potency, µM (titrated, usually from 57.7 µM), for inactives: top-dose activity, negative = inhibition, actives largely listed as inhibitors. hit rate 0.39% among 280,000. K18 P301L tau heparin fibrillization, Alexa594 FP, 6 h. P10636; note: % is set by controls: 0 for no effect and ±100 for the full control effect; nearly all actives have a fitted effect of over 55% in size
# Target sequence (P10636 561-689 P618L limits assumed): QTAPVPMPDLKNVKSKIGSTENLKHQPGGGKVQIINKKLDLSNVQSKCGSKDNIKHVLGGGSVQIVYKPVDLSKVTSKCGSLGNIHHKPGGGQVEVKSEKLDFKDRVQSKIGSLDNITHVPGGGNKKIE
#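 Recombinant K18 P301L […], labeled with Alexa 594 at 0.24 uM over 15 uM unlabeled; heparin inducer 20 uM final; 37 C, 6 hr; FP endpoint.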
# GAA spleen mod: lysosomal alpha-glucosidase (human) modulation; P10253; human spleen homogenate, 4-MU-alpha-glucoside fluorescence; Potency, µM (titrated, usually from 79.9 µM), for the others: at the highest dose activity change, negative = inhibition, most hits filed as inhibitors; hit rate 0.006% among 240,000; AID 2112;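 note: 0% = enzyme with vehicle and -100% = no enzyme basal signal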
#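 Human spleen homogenate (1 ug) incubated with compounds and 1 mM 4-methylumbelliferyl-alpha-D-glucopyranoside in pH 5.0 citrate/phosphate buffer, 37 C, 40 min. Stopped at pH 10; 4-MU fluorescence (Ex 365/Em 440 nm); AC50 by Hill fit.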
# GAA glycogen mod: inhibitors or activators of human alpha-glucosidase glycogen cleavage. hit rate 0.38% among 300,000. Potency, µM (doses to about 76.4 µM), for the others: top-dose activity change, negative = inhibition, most hits filed as inhibitors. recombinant GAA, glycogen substrate, Amplex Red glucose oxidase fluorescence. P10253;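 note: 0% = full enzyme reaction and -100% = no-enzyme basal signal; the screen sought inhibitors and activators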
#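 qHTS, 1536-well; enzyme 4 nM final; cpd up to 77 uM; substrate bovine liver glycogen 30 ug; 50 mM citrate/phosphate pH 5.0, 0.01% Tween-20; 37 C, 40 min; Amplex Red detection 45 min RT; Hill fit → AC50.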
# Tau fluor cs: counter-screen for tau fibril formation inhibitors. tau K18 P301L Alexa594 fluorescence, heparin fibrillization. Potency, µM (highest dose often 57.7 µM), without a hit: at the highest dose activity change, negative = decrease. hit rate 0.93% among 280,000; note: % is set by controls: 0 for no effect and ±100 for the full control effect; nearly all actives have a fitted effect of over 55% in size
#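 Human tau K18 P301L (15 uM unlabeled, 0.24 uM Alexa 594-labeled) in 100 mM sodium acetate pH 7 with 20 uM heparin, 6 hr at 37 C. ThT 30 uM added, 1 hr ambient; Alexa 594 FP and total fluorescence read at 555/632 nm.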
# aGal spleen mod: inhibits or activates alpha-galactosidase in human spleen homogenate; hit rate 0.008% among 240,000; Potency, µM (titrated, usually from 80 µM), inactives show at the highest dose activity change, negative = inhibition, hits mostly inhibitors; human spleen homogenate, 4MU-alpha-Gal fluorescence, 40 min; P06280;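 note: 0% = enzyme with vehicle and -100% = no enzyme basal signal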
# Target sequence (P06280 32-429 limits assumed): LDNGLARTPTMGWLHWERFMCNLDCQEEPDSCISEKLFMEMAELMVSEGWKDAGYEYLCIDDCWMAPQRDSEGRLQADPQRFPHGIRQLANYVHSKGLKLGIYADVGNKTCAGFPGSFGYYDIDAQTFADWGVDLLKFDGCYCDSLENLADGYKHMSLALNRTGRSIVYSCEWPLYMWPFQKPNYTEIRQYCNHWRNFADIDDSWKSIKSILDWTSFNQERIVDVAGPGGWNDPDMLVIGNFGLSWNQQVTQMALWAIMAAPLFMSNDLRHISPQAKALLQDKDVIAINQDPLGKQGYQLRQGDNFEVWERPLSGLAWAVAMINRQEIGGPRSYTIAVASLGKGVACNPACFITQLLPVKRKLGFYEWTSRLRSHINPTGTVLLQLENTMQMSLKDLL
#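 Fluorogenic readout (Ex 365/Em 440 nm) of 4-methylumbelliferone released from 1 mM 4-MU-alpha-galactoside by spleen homogenate, 40 min at 37C, pH 5.0. Data normalized to no-enzyme and enzyme controls; Hill-equation AC50 from compound titrations.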
# Tau fibril ThT: inhibitors of human tau fibril formation, thioflavin T binding; Potency, µM (series often up to 57.4 µM), without a hit: at the top dose activity, negative = inhibition, actives largely listed as inhibitors; recombinant tau K18 P301L (four-repeat tau fragment), heparin-induced fibrillization, ThT fluorescence; hit rate 2.1% among 270,000; P10636; note: % is set by controls: 0 for no effect and ±100 for the full control effect; nearly all actives have a fitted effect of over 55% in size
#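 K18 P301L tau (15 uM + 0.24 uM Alexa 594-tagged), heparin 20 uM, NaOAc pH 7, 6 h 37 C; ThT 30 uM, 1 h RT, ex 450/em 510 nm.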
# Starred values were filed as active, the others as inactive; ? = inconclusive; . = no result given; [ ] = dose if it differs, or a comment. Calls come from the whole dose curve; as a rule, active = well fitted curve in the direction sought with a large enough effect; inconclusive = small, poorly fitted or top-dose-only effect, or another doubt; inactive = no such curve, though single readings can be large; an effect the other way counts as inactive or inconclusive. Potency is the fitted concentration of half-maximal effect.
No.	canonical_smiles	HTT ATP protect	GAA inh	Tau FP inhib	GAA spleen mod
1	COc1cc(C(C)=O)ccc1OCC(O)CN1CCN(S(=O)(=O)c2ccccc2)CC1 (stereo unspecified)	-5%	-8%	-4%	6%
2	COc1ccccc1COn1c(=O)c(-c2ccco2)[n+]([O-])c2ccccc21	-9%	5%	3%	-4%
3	COc1ccc2cc(-c3nc(-c4ccc(N(C)C)cc4)no3)c(=O)oc2c1	.	.	2%	.
4	CCCCNC(=O)C1CCCN1C(=O)Nc1ccccc1 (stereo unspecified)	11%[10 µM]	-9%	-12%	-1%
5	CC(C)c1ccc(Cn2c(COc3ccccc3)nc3ccccc32)cc1	.	.	6%	.
6	COc1ccc(CNc2nc(-c3ccoc3)nc3ccccc23)c(OC)c1	4%	.	-12%	-1%
7	COc1ccc(O[C@H]2C=C[C@@H](c3ccccc3)O[C@@H]2COC(=O)CCC(C)=NO[C@@H]2O[C@H](COC(C)=O)[C@@H](OC(C)=O)[C@H](OC(C)=O)[C@H]2OC(C)=O)cc1	.	-6%	0%	7%
8	Cc1ccc(CNC(=O)CCCn2c(=O)c3ccccc3n(CC(=O)NC3CCCC3)c2=O)cc1	1%[10 µM]	4%	2%	-1%

No.	GAA glycogen mod	Tau fluor cs	aGal spleen mod	Tau fibril ThT
1	0%	-8%	13%	-11%
2	-4%	-15%	8%	?
3	-2%[76.3 µM]	-12%	.	?
4	6%	-5%	7%	-6%
5	6%[76.3 µM]	-26%	.	?
6	.	?	-9%	?
7	-6%	-15%	4%	?
8	5%	-2%	-7%	0%

# The results go on.
No.	canonical_smiles	HTT ATP protect	GAA inh	Tau FP inhib	GAA spleen mod
9	Cc1ccc(-n2c(Cc3noc4ccccc34)n[nH]c2=S)cc1	1%	11%	4%	14%
10	COc1ccc(NC(=O)CSc2nc(O)c(Cc3ccccc3)c(=O)[nH]2)cc1	-10%	-7%	-7%	3%
11	O=C1/C(=N\O)Cc2ccccc21	-19%	-3%	5%	4%
12	COc1ccc(-c2cnc[nH]2)cc1	6%[10 µM]	8%	-2%	-6%
13	O=C(O)CCNS(=O)(=O)c1ccc2ccccc2c1	-8%	-14%	-3%	3%
14	COc1cccc(/C=c2/s/c(=C(\C#N)C(=O)N3CCOCC3)n(-c3ccccc3)c2=O)c1	8%	7%	4%	-4%
15	CN(C)c1nc(N)c([N+](=O)[O-])c(NCC2CCCO2)n1 (stereo unspecified)	30%[10 µM]	.	1%	-4%
16	CCSc1nnc(NS(=O)(=O)c2ccc(OC)cc2)s1	-16%	2%	3%	-17%

No.	GAA glycogen mod	Tau fluor cs	aGal spleen mod	Tau fibril ThT
9	-29%	3%	-2%	5%
10	3%	-11%	0%	?
11	-5%	9%	9%	4%
12	4%	6%	-6%	14%
13	3%	-7%	5%	-10%
14	-4%	1%	-3%	-6%
15	3%	1%	-5%	4%
16	-4%	1%	3%	-4%

# Exported with values under each structure: 10 of the compounds above.
# Results follow in this order: HTT ATP protect, GAA inh, Tau FP inhib, GAA spleen mod, GAA glycogen mod, Tau fluor cs, aGal spleen mod, Tau fibril ThT
4) CCCCNC(=O)C1CCCN1C(=O)Nc1ccccc1 (stereo unspecified)
→ 11%[10 µM], -9%, -12%, -1%, 6%, -5%, 7%, -6%
5) CC(C)c1ccc(Cn2c(COc3ccccc3)nc3ccccc32)cc1
→ ., ., 6%, ., 6%[76.3 µM], -26%, ., ?
6) COc1ccc(CNc2nc(-c3ccoc3)nc3ccccc23)c(OC)c1
→ 4%, ., -12%, -1%, ., ?, -9%, ?
7) COc1ccc(O[C@H]2C=C[C@@H](c3ccccc3)O[C@@H]2COC(=O)CCC(C)=NO[C@@H]2O[C@H](COC(C)=O)[C@@H](OC(C)=O)[C@H](OC(C)=O)[C@H]2OC(C)=O)cc1
→ ., -6%, 0%, 7%, -6%, -15%, 4%, ?
8) Cc1ccc(CNC(=O)CCCn2c(=O)c3ccccc3n(CC(=O)NC3CCCC3)c2=O)cc1
→ 1%[10 µM], 4%, 2%, -1%, 5%, -2%, -7%, 0%
9) Cc1ccc(-n2c(Cc3noc4ccccc34)n[nH]c2=S)cc1
→ 1%, 11%, 4%, 14%, -29%, 3%, -2%, 5%
10) COc1ccc(NC(=O)CSc2nc(O)c(Cc3ccccc3)c(=O)[nH]2)cc1
→ -10%, -7%, -7%, 3%, 3%, -11%, 0%, ?
11) O=C1/C(=N\O)Cc2ccccc21
→ -19%, -3%, 5%, 4%, -5%, 9%, 9%, 4%
12) COc1ccc(-c2cnc[nH]2)cc1
→ 6%[10 µM], 8%, -2%, -6%, 4%, 6%, -6%, 14%
13) O=C(O)CCNS(=O)(=O)c1ccc2ccccc2c1
→ -8%, -14%, -3%, 3%, 3%, -7%, 5%, -10%

# (next part)
No.	canonical_smiles	HTT ATP protect	GAA inh	Tau FP inhib	GAA spleen mod
17	Cc1cc(SCC(=O)OCC(=O)c2c(N)n(C)c(=O)n(C)c2=O)c(C)cc1Br	?	-17%	?	0%
18	COc1ccc(CNC(=O)C2CCCN2S(=O)(=O)c2ccccc2)cc1 (stereo unspecified)	8%	1%	4%	1%
19	CC(C)NC(=O)c1cc(-c2cccs2)on1	-14%	-9%	1%	-3%
20	Cc1nc(C)c(C(=O)C2=C(O)C(=O)N(CCCn3ccnc3)C2c2ccc(Cl)cc2)s1 (stereo unspecified)	-9%	-6%	-4%	-8%
21	CNC(=O)COc1ccc(S(=O)(=O)Nc2ccc(OC)cc2)cc1	-3%[10 µM]	13%	-2%	-14%
22	COc1ccc(C)cc1NC(=O)C1CCCN1S(=O)(=O)c1ccc2c(c1)CCC(=O)N2 (stereo unspecified)	-19%	-5%	8%	-2%
23	COC(=O)C1(C(=O)OC)NOC2C(=O)N(N(C)c3ncc(C(F)(F)F)cc3Cl)C(=O)C21 (stereo unspecified)	?	3%	-7%	-2%
24	COc1ccc2ccccc2c1C1CC(=O)N2CN(C3CCCCC3)CSC2=C1C#N (stereo unspecified)	14%	-10%[15.4 µM]	?	0%

No.	GAA glycogen mod	Tau fluor cs	aGal spleen mod	Tau fibril ThT
17	-6%	?	2%	-5%
18	-6%	5%	6%	1%
19	4%	-9%	-1%	-12%
20	5%	-21%	-11%	-18%
21	18%	-8%	3%	-9%
22	8%	-25%	0%	?
23	-9%	-10%	-1%	-9%
24	-5%	-23%	3%	28µM*

# The results go on:
No.	canonical_smiles	HTT ATP protect	GAA inh	Tau FP inhib	GAA spleen mod
25	CC(C)c1cc(-c2cc(C(=O)NCc3ccccc3)on2)nc(NCC2CC2)n1	?	.	-10%	6%
26	Cc1cc(Oc2ccc(=O)n(C)n2)nc(SCCOc2ccccc2)n1	17%[10 µM]	.	11%	-6%
27	COc1cccc(OCC(=O)N(Cc2nc(-c3ccc(Cl)cc3)no2)C(C)C)c1	-2%	-4%	9%	2%
28	CC(C)N(C(=O)COC(=O)[C@@H]1CC(O)CN1S(=O)(=O)c1ccc(C(C)(C)C)cc1)C(C)C (stereo partly specified)	-5%	-1%	1%	12%
29	Cc1cccc2cc(C(c3nnnn3Cc3ccccc3)N3CCCc4ccccc43)c(=O)[nH]c12 (stereo unspecified)	-78%[inhibitor]	-1%	9%	2%
30	COc1ccc(-c2nc(C=O)cs2)cc1	2%[10 µM]	.	-1%	0%
31	CN(C(=O)c1cccs1)c1ccc(OCC(=O)Nc2ccc(C(=O)O)cc2)cc1	0.89µM*	.	0%	2%
32	O=C(C1CCCO1)N1CCc2ccccc21 (stereo unspecified)	10%[10 µM]	-20%	5%	0%

No.	GAA glycogen mod	Tau fluor cs	aGal spleen mod	Tau fibril ThT
25	-8%	-20%	1%	-5%
26	4%	-11%	-6%	-9%
27	6%	-21%	7%	-19%
28	-22%	0%	12%	1%
29	-3%	-19%	1%	-15%
30	3%	-11%	-2%	?
31	1%	5%	0%	1%
32	8%	-3%	-1%	-5%

# Other entries follow:
No.	canonical_smiles	HTT ATP protect	GAA inh	Tau FP inhib	GAA spleen mod
33	COC(=O)c1ccc(NC(=O)C(C)N2Cc3ccccc3C2=O)cc1 (stereo unspecified)	.	.	-3%	.
34	Cc1ccc(C(=O)OCC(=O)NCc2cccs2)cc1C	-7%	0%	8%	1%
35	CC1=CC(=C2C(=O)c3ccccc3C2=O)C=C(C)N1C	-47%[inhibitor]	-5%	1%	-16%
36	CCCSc1cc(N2CCOCC2)nc(-c2ccccc2Cl)n1	3%	0%	-5%	-8%
37	CCOC(=O)NCC(C)(C)CNC(=O)OCC	-5%	0%	-3%	-10%
38	COc1cccc(C(=O)Nc2ccc(NC(=O)c3ccc(C(C)(C)C)cc3)cc2)c1	.	.	-4%	.
39	CCc1nc2ccccc2c(C(=O)OCC(=O)NC(=O)c2cccn2C)c1C	20%[10 µM]	-4%	2%	5%
40	COc1ccc(-c2[nH]ncc2CN2CCCCCCC2)c(OC)c1	-13%	2%	-5%	-11%

No.	GAA glycogen mod	Tau fluor cs	aGal spleen mod	Tau fibril ThT
33	10%[76.3 µM]	-2%	.	-2%
34	2%	-7%	3%	-12%
35	-3%	2%	-12%	-17%
36	-5%	-21%	-10%	-13%
37	-1%	3%	1%	-1%
38	19%[76.3 µM]	-14%	.	-9%
39	-1%	-26%	2%	?
40	-3%	-3%	-14%	-13%

# New compounds follow.
No.	canonical_smiles	HTT ATP protect	GAA inh	Tau FP inhib	GAA spleen mod
41	O=C(O)CC1SC(=Nc2ccc(O)cc2)NC1=O (stereo unspecified)	.	1%	7%	-16%
42	CCCCCCCSc1nnc(-c2ccccc2N)c(=O)[nH]1	-14%	?	10%	-4%
43	C=CCNC(=O)C(=O)N/N=C/c1cccc(Br)c1	.	13%	-2%	3%
44	CCOCCn1c(SCCc2ccccc2)nc2c1c(=O)[nH]c(=O)n2C	8%[10 µM]	-2%	2%	-10%
45	C=CCn1c(SCC(=O)c2c(N)n(C)c(=O)n(C)c2=O)nc2sc(CC)cc2c1=O	-8%	10%	-3%	-8%

No.	GAA glycogen mod	Tau fluor cs	aGal spleen mod	Tau fibril ThT
41	-23%	5%	-9%	0%
42	0%	-21%	-1%	?
43	8%	-1%	-2%	-5%
44	0%	-6%	2%	-12%
45	-4%	-6%	1%	-3%
